# Compound activity (PubChem)
# MrgX1 agonist: agonists of human MrgX1 receptor, primary screen, HEK293 cells, Fluo-4 calcium flux; Mas-related G-protein coupled receptor member X1 (Homo sapiens), Q96LB2; Fluo-4 calcium fluorescence, agonist mode; hits give high values; B-score at 10 µM; 310,000 compounds, 0.44% hits;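 active means calcium response B-score plate-corrected fluorescence ratio at least 3 library SD, with starting fluorescence B-score inside 5 SD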
#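 System – MrgX1-expressing HEK293 cells · Incubation – cells plated overnight, dye loaded 0.5 h 37 °C, 0.5 h room temperature · Technique – kinetic Fluo-4 NW fluorescence of intracellular calcium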
# RGS4 act: RGS4 potentiators or activators, primary screen, cell-based, HEK293 M3R inducible RGS4, calcium flux. AID 463111, 2010. carbachol calcium flux Fluo4; hits give low values. 310,000 compounds, 0.92% hits. B-score at 10 µM;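 active means B-score of the integrated calcium signal more than 4 SD below the library mean, with starting fluorescence not abnormally high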;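 further: negative B-score means reduced calcium response which marks RGS4 activation or potentiation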
#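 System: HEK293 FlpIn-TREx cells, stable M3R, doxycycline-inducible RGS4. Timing: overnight RGS4 induction, 30 min dye load 37 °C, 20 min compound RT. Also added: carbachol, ECmax concentration. Measured by: Fluo4 fluorescence kinetic imaging of calcium. Evaluation: integrated calcium ratio converted to B score.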
# KCNK3 block: human KCNK3 channel inhibitors, primary screen, CHO cells, FluxOR thallium flux, B-score | Potassium channel subfamily K member 3 (Homo sapiens), O14649 | FluxOR fluorescence; hits give low values | B-score at 10 µM | 340,000 compounds, 0.84% hits | AID 602410, 2012;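 active means B-score under library mean minus 4 SD, starting fluorescence ratio at most library mean plus 5 SD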;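 further: more negative B-score means stronger inhibition of thallium flux through KCNK3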
# MrgX1 allo act: positive allosteric modulators of MrgX1, primary screen, HEK293 cells, Fluo-4 calcium flux; AID 588675, 2011; FDSS; hits give high values; B-score at 10 µM; Mas-related G-protein coupled receptor member X1 (Homo sapiens), Q96LB2; 310,000 compounds, 0.63% hits;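 active means plate-corrected calcium response at least 3 library SD above typical, normal starting fluorescence, not activating the receptor alone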;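 further: compound read alongside a low EC10 to EC30 dose of BAM8-22 agonist; peak minus trough fluorescence over baseline measured at the second addition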
# KCNQ1 pot: potentiators or activators of KCNQ1 channel, primary screen, cell-based, thallium flux, high-throughput. AID 2648, 2010. CHO-K1 KCNQ1, thallium flux FluxOR fluorescence; hits give high values. Potassium voltage-gated channel subfamily KQT member 1 (Homo sapiens), P51787. B-score at 10 µM. 310,000 compounds, 0.35% hits;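 active means fluorescence ratio B-score, a plate-corrected score, at least three library SD, with initial intensity B-score within 5 SD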
#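 Assay system: CHO-K1 cells stably expressing KCNQ1. Medium: assay buffer for compound exposure, DMSO matched across wells. Timing: 37 °C overnight plating, 90-min dark dye load, 20-min compound pretreatment. Signal: kinetic FluxOR fluorescence, 10 s baseline plus 110 s post-stimulus.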
# KCNQ1 block: inhibitors of human KCNQ1 channel, primary screen, cell-based, thallium flux, high-throughput | Potassium voltage-gated channel subfamily KQT member 1 (Homo sapiens), P51787 | CHO-K1 KCNQ1, FluxOR thallium flux fluorescence; hits give high values | B-score at 10 µM | 310,000 compounds, 1.3% hits | AID 2642, 2010;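 active means compounds whose thallium flux B-score, printed positive for inhibition, exceeds three library SD while starting fluorescence stays within three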;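 further: channel opened by potassium depolarization with thallium stimulus after 20 min compound exposure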
# RGS4 block: RGS4 inhibitors, primary screen, cell-based, HEK293 M3R inducible RGS4, calcium flux; Fluo-4 calcium flux; hits give high values; triggered by carbachol at its EC20; 310,000 compounds, 0.45% hits; AID 463165, 2010; B-score at 10 µM;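 active means B-score, a plate-corrected calcium signal, over three deviations above library mean, with baseline fluorescence within five deviations of library mean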;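 further: RGS4 expression induced by doxycycline in cells with stable M3 receptor; B-score is computed from the integrated fluorescence ratio over baseline after carbachol; higher B-score means a larger calcium signal and so more RGS4 inhibition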
# KCNK9 inh: KCNK9 potassium channel inhibitors, primary screen, HEK293 cells, thallium flux | Potassium channel subfamily K member 9 (Homo sapiens), Q9NPC2 | FluxOR thallium flux fluorescence; hits give low values | B-score at 10 µM | 310,000 compounds, 1.2% hits;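 active means ratio B-score over 3 SD below the library mean, with starting fluorescence within 5 SD of its mean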;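 further: negative B-score means less thallium flux so channel inhibition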
# ANO1 block: TMEM16A chloride channel inhibitors, primary screen, cell-based, HTS | normalized B-score (activity score, 25-100; higher = stronger inhibition) at 10 µM | HEK293 TMEM16A/YFP iodide influx fluorescence, ionomycin | Anoctamin-1 (Mus musculus), Q8BHY3 | 310,000 compounds, 1.2% hits;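 active means ratio plate-corrected score three or more library SD toward inhibition, starting fluorescence score within five deviations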;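 further: score derived from kinetic fluorescence span divided by baseline fluorescence per well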
# hERG protect: hERG rescue from dofetilide block, primary screen, cell-based, CHO-hERG, FluxOR thallium flux, dofetilide IC70. dofetilide IC70 present. 310,000 compounds, 0.51% hits. activation (rescue from dofetilide block), less the hit threshold, % at 10 µM. Voltage-gated inwardly rectifying potassium channel KCNH2 (Homo sapiens), Q12809;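 active means activation above the mean of controls blocked by dofetilide plus 5 SD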;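 further: thallium influx through hERG after potassium depolarization seen as dye fluorescence rise; in these data hits start at about 4.7%; inactives centre near -7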
# Target sequence (Q12809 whole entry, looked up): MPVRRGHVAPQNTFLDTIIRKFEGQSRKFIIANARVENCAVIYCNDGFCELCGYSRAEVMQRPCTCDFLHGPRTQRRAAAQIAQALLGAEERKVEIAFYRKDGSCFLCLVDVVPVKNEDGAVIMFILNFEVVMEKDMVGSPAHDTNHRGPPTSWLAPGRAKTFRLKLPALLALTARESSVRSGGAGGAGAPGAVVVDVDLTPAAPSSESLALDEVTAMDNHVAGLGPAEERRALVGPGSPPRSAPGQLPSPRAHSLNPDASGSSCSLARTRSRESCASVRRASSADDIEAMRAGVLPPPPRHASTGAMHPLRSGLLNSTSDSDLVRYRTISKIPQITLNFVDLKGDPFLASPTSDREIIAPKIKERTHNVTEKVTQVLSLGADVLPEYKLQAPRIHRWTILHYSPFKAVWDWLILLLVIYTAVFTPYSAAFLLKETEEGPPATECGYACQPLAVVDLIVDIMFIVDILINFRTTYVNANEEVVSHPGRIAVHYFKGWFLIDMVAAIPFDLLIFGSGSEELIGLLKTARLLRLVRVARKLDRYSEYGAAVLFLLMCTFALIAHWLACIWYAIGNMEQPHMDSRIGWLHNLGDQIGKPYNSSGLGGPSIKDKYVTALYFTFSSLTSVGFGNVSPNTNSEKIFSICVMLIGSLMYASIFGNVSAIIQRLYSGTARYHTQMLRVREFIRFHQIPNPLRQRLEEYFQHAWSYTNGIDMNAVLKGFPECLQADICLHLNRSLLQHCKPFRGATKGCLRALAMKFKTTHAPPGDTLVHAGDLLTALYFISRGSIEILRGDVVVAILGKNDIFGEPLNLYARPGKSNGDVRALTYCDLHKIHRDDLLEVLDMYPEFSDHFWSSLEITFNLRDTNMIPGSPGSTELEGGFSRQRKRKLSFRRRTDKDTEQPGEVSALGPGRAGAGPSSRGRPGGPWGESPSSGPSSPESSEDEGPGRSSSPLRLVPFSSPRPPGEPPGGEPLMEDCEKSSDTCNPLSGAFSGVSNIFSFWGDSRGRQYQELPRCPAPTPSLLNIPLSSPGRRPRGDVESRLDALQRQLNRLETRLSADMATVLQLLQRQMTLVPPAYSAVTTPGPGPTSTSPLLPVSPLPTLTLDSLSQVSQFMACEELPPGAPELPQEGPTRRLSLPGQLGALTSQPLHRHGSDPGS
# ANO1 activ: TMEM16A chloride channel activators or potentiators, primary screen, cell-based, HTS. Anoctamin-1 (Mus musculus), Q8BHY3. HEK293 TMEM16A/YFP-H148Q/I152L, iodide quench fluorescence; hits give low values. B-score at 10 µM. 340,000 compounds, 0.3% hits. AID 623877, 2012;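 active means fluorescence-ratio B-score plate-corrected deviation score at least 3 library SD below zero, with starting fluorescence score within 5 deviations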;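 further: channel opened by trigger with iodide after compound preincubation; score built on the fluorescence ratio of max minus min over baseline; more negative score means more quench and so TMEM16A activation or potentiation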
# Starred values were filed as active, the others as inactive; i = inactive. Rows are unselected, and some 6.3% of all compounds hit somewhere here.
Compound | ANO1 activ | KCNK9 inh | KCNK3 block | ANO1 block | KCNQ1 block | hERG protect | MrgX1 allo act | MrgX1 agonist | RGS4 act | KCNQ1 pot | RGS4 block
CN(C(=O)COC(=O)CNC(=O)c1ccccc1Cl)c1ccccc1 | i | i | i | i | i | -10 | i | i | i | i | i
CCC(C)(C)NC(=O)/C=C/c1cnc2ccccc2n1 | i | i | i | i | i | -7 | i | i | i | i | i
O=c1c(Cl)c(NCCO)ncn1-c1ccccc1 | i | i | i | i | i | -15 | i | i | i | i | i
COc1ccccc1C(=O)N(Cc1nc(-c2ccc(Cl)cc2)no1)C(C)C | i | i | i | 100* | i | -6 | i | i | i | i | i
Cc1ccc(C(=O)Nc2ccccc2N2CCCCC2)cc1 | i | i | i | i | i | -7 | i | i | i | i | i
CCN1/C(=C2/SC(=S)N(NC(C)=O)C2=O)Sc2ccccc21 | i | i | i | i | i | -2 | i | i | i | i | i
Cc1ccc2c(CN3C(=O)NC4(CCCCC4)C3=O)cc(=O)oc2c1C | i | i | i | i | i | -5 | i | i | i | i | i
CC(OC(=O)c1cc[n+]([O-])cc1)C(=O)Nc1ccc(Cl)cn1 (centres undefined) | i | i | i | i | i | -4 | i | i | i | i | i
NS(=O)(=O)c1ccc(CNc2ncnc3sccc23)cc1 | i | i | i | i | i | -3 | i | i | i | i | i
CCc1ccc(-c2nc(C(N)=O)c3[nH]c(=O)n(-c4ccccc4OC)c3n2)cc1 | i | i | i | i | i | -6 | i | i | i | i | i
Cc1csc(=S)n1-c1ccccc1 | i | i | i | i | i | -7 | i | i | i | i | i
O=C(O/N=C(\c1ccccc1)c1ccccn1)c1ccc(Cl)c(Cl)c1 | i | i | i | i | i | -15 | i | i | i | i | i
COc1ccc2cc(C#N)c(Nc3cccc(F)c3)nc2c1 | i | i | i | i | i | -12 | i | i | i | i | i
Cc1c(NC(=O)C(C)Oc2cccc(Cl)c2)c(=O)n(-c2ccccc2)n1C (centres undefined) | i | i | i | i | i | -2 | i | i | i | i | i
CC(C)c1nnc(NC(=O)CCC(=O)NC2CCCCCC2)s1 | i | i | i | i | i | -9 | i | i | i | i | i
Cc1cccc(C)c1NC(=O)[C@@]1(CC(=O)O)CC(/C=C/c2ccccc2)=NO1 | i | i | i | i | i | -6 | i | i | i | i | i
COc1ccc(/C=C2/C(=O)N=C(N)N2C)cc1OC | i | i | i | i | i | -8 | i | i | i | i | i
O=C(NCCNC(=O)c1ccccc1)c1ccccc1 | i | i | i | i | i | -11 | i | i | i | i | i
CCCn1nc2cc(C(=O)NCc3ccccc3)ccc2c1OCC | i | i | i | i | i | 1 | i | i | i | i | i
COc1ccc(-c2[nH]ncc2CN2CCCOc3c(cccc3OC)C2)c(OC)c1 | i | i | i | i | i | -5 | i | i | i | i | i

# (list continues)
Compound | ANO1 activ | KCNK9 inh | KCNK3 block | ANO1 block | KCNQ1 block | hERG protect | MrgX1 allo act | MrgX1 agonist | RGS4 act | KCNQ1 pot | RGS4 block
Cc1nc2sc(C(c3ccc(F)cc3)N3CCN(C(=O)c4ccco4)CC3)c(O)n2n1 (centres undefined) | i | i | i | i | i | -2 | i | i | i | i | i
CCC(C)NS(=O)(=O)c1ccc(NC(=O)c2c(-c3ccccc3)noc2C)cc1 (centres undefined) | i | i | i | i | i | -2 | i | i | i | i | i
C#Cc1ccc(CN2CCC(Oc3ccc(C(=O)NCc4ccccn4)cc3)CC2)cc1 | i | i | i | i | i | -18 | i | i | i | i | i
Cc1[nH]c(C)c(S(=O)(=O)Nc2ccc(F)cc2Cl)c1C(=O)N1CCCC1 | i | i | i | i | i | -4 | i | i | i | i | i
CCOc1cc(CNCCCN2CCOCC2)cc(Br)c1OCC(=O)Nc1cccc(C(F)(F)F)c1 | i | i | i | i | i | -16 | i | i | i | i | i
c1ccc(OCc2nc(-c3ccncc3)no2)cc1 | i | i | i | i | i | -14 | i | i | i | i | i
Cc1cc(C)nc(NS(=O)(=O)c2ccccc2)n1 | i | i | i | i | i | -4 | i | i | i | i | i
COC(=O)c1cc(OC)c(OC)cc1NCC(=O)Nc1ccc(OC)c(OC)c1 | i | i | i | i | i | -12 | i | i | i | i | i
O=c1c2sccc2nc(SCc2cc(=O)n3cc(Cl)ccc3n2)n1-c1ccc(F)cc1 | i | i | i | i | i | -7 | i | i | i | i | i
Cc1cccn2c(=O)c3cc(S(=O)(=O)c4ccccc4)c(=N)n(Cc4ccc(F)cc4)c3nc12 | i | i | i | i | i | -11 | i | i | i | i | i
O=C(Nc1ccccn1)c1ccc(S(=O)(=O)N2CCCC2)cc1 | i | i | i | i | i | -12 | i | i | i | i | i
CCOc1ccccc1C1NC(=O)c2ccccc2O1 (centres undefined) | i | i | i | i | i | -9 | i | i | i | i | i
CCc1ccc(OCc2n[nH]c(=S)n2Cc2ccccc2)cc1 | i | i | i | i | i | -7 | i | i | i | i | i
CCc1nnc(NC(=O)CCC(=O)N2CCN(Cc3ccc(C)cc3C)CC2)s1 | i | i | i | i | i | -6 | i | i | i | i | i
CSCCC(NC(N)=O)C(=O)Nc1cccc(C#N)c1 (centres undefined) | i | i | i | i | i | -3 | i | i | i | i | i
O=C(c1ccc(CS(=O)Cc2ccc(Cl)cc2)o1)N1CCN(c2ccccc2F)CC1 (centres undefined) | i | i | i | i | i | -9 | i | i | i | i | i
COC(=O)CCC(=O)Nc1c(C)n(C)n(-c2ccccc2)c1=O | i | i | i | i | i | -8 | i | i | i | i | i
Cc1nc(-c2cccc(S(=O)(=O)N3CC(C)CC(C)C3)c2)cs1 (centres undefined) | i | i | i | i | i | -5 | i | i | i | i | i
COc1cccc(COC(=O)c2nn(-c3ccccc3)nc2N)c1 | i | i | i | i | i | -9 | i | i | i | i | i
Cc1cc(C)c(C)c(S(=O)(=O)NCCCN2CCOCC2)c1C | i | i | i | i | i | -2 | i | i | i | i | i

# Next section
Compound | ANO1 activ | KCNK9 inh | KCNK3 block | ANO1 block | KCNQ1 block | hERG protect | MrgX1 allo act | MrgX1 agonist | RGS4 act | KCNQ1 pot | RGS4 block
Cc1ccc(-c2nnn(CC(=O)N(Cc3ccc(F)cc3)C(C(=O)NC3CCCC3)c3ccncc3)n2)o1 (centres undefined) | i | i | i | i | i | -6 | i | i | i | i | i
NS(=O)(=O)c1cccc2cccnc12 | i | i | i | i | i | -9 | i | i | i | i | i
Cc1ccc(C(=O)Nc2ccccc2C(=O)N2CCN(c3ccccc3)CC2)cc1 | i | i | i | i | i | -13 | i | i | i | i | i
Cc1ccc(NC2=NCC(=O)N2c2ccc3c(c2)OCCO3)c(C)c1 | i | i | i | i | i | -7 | i | i | i | i | i
COc1ccc(C(O)(C2CCCCC2)C(CN2CCCC2)c2ccccc2)cc1 (centres undefined) | i | i | i | i | i | -5 | i | i | i | i | i
COc1cc(OC)cc(C(=O)NC(=S)Nc2cc3oc4ccccc4c3cc2OC)c1 | i | i | i | i | i | -11 | i | i | i | i | i
Cc1cc(=O)n(C)c(=O)n1CCCCOc1cccc([N+](=O)[O-])c1 | i | i | i | i | i | -5 | i | i | i | i | i
O=c1[nH]c(=O)n(Cc2ccccc2)c2nc(-c3ccco3)cc(C(F)(F)F)c12 | i | i | i | i | i | -3 | i | i | i | i | i
CCCCn1cnc2c([nH]c3ccccc32)c1=O | i | i | i | i | i | -12 | i | i | i | i | i
Cc1ccc(C2=NN(C(=O)CSc3nc4ncc(Cl)cc4[nH]3)C(c3ccco3)C2)cc1 (centres undefined) | i | i | i | i | i | -12 | i | i | i | i | i
CCOC(=O)c1c(C)oc(/N=C/c2ccccc2O)c1C#N | i | i | i | i | i | -3 | i | i | i | i | i
COc1ccccc1C(=O)N/C(=C/c1ccco1)C(=O)Nc1ccc(C(=O)O)cc1 | i | i | i | i | i | -9 | i | i | i | i | i
CCOC(=O)[C@@H]1[C@H]2COc3ccccc3[C@@H]2N2C(=O)N(c3ccc(F)cc3)C(=O)[C@@]12C | i | i | i | i | i | -6 | i | i | i | i | i
COC(=O)C(NS(=O)(=O)c1ccccc1Br)C(C)C (centres undefined) | i | i | i | i | i | -8 | i | i | i | i | i
Cn1c(-c2ccc3c(c2)OCO3)c(C(=O)O)c(=O)c2ccccc21 | i | i | i | i | i | -13 | i | i | i | i | i
O=S(=O)(NCCc1ccncc1)c1ccc(Br)cc1 | i | i | i | i | i | -8 | i | i | i | i | i
CCC(C)[C@H](NC(=O)[C@H](Cc1ccccc1)n1c(=O)[nH]c2ccccc2c1=O)C(=O)N1CCC(C(=O)O)CC1 (some centres undefined) | i | i | i | i | i | -3 | i | i | i | i | i
COc1cccc(NC(=O)CCc2c(C)nc3nc(CNC(=O)c4cccc(F)c4)nn3c2C)c1 | i | i | i | i | i | -9 | i | i | i | i | i
COc1cccc(N2CCN(C(=O)c3cc4c(OC)c(OC)c(OC)cc4[nH]3)CC2)c1 | i | i | i | i | i | -3 | i | i | i | i | i
Cc1ccc(NC(=O)CN(C)C(=O)Nc2ccc(C)cc2)cc1 | i | i | i | i | i | -9 | i | i | i | i | i
Cc1ccc(-c2nc(CS(=O)(=O)CC(=O)NC3CCC(C)CC3)c(C)o2)cc1 (centres undefined) | i | i | i | i | i | -5 | i | i | i | i | i
